# LmPK inhibitor – blocks Leishmania mexicana pyruvate kinase activity | Q27686 | purified LmPK, Kinase-Glo ATP luminescence, 1 h | Potency, µM (doses to about 57.5 µM), for inactives: at the top dose activity change, negative = inhibition, usual class: inhibitors | hit rate 0.37% among 290,000; further: potency means the concentration at half of the fitted maximal effect
# Target sequence (Q27686 whole entry, looked up): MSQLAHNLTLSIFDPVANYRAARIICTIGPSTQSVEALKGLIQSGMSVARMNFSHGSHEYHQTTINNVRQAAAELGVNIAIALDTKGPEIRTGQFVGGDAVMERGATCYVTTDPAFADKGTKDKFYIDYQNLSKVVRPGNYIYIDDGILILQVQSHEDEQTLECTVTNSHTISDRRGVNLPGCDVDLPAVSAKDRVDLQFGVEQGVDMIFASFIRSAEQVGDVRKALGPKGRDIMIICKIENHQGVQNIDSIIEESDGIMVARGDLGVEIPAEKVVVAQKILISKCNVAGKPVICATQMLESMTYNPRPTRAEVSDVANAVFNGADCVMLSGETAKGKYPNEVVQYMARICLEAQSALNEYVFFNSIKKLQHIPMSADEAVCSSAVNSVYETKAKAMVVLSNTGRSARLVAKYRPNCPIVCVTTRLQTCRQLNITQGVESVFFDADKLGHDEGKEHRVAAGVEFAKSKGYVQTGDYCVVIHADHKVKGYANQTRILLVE
#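 qHTS format; LmPK 0.1 nM; substrates PEP 0.5 mM and ADP 0.1 mM. One-hour room-temperature incubation, then coupled luciferase luminescence; 0.5 nM enzyme wells mark activation.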
# AMA1 RON2 block – AMA1-RON2 (P. falciparum) interaction inhibition; AlphaScreen AMA1-biotinylated RON2 peptide binding; Potency, µM (highest dose often 58.2 µM), without a hit: top-dose activity change, negative = inhibition, most hits filed as inhibitors; hit rate 0.2% among 360,000; AID 720542;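 further: potency means the concentration at half of the fitted maximal effect; 0% = vehicle wells and -100% = peptide control; nearly all actives have a fitted effect of over 45% in size; some results filed as inactive show a strong effect at the top dose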
#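 AMA1 (3D7) with his tag at 25 nM final met compounds first, then biotinylated RON2 peptide at 25 nM; detection used donor plus acceptor beads, 10 µg/mL apiece, read by AlphaScreen after 30 min at room temperature.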
# AmpC inh detg – blocks E. coli AmpC beta-lactamase in detergent assay | hit rate 0.041% among 370,000 | AmpC hydrolysis of nitrocefin, absorbance 480 nm, 0.01% Triton | P00811 | Potency, µM (top dose mostly 114 µM), for inactives: top-dose activity change, negative = inhibition, hits mostly inhibitors | AID 485294;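 further: potency means the concentration at half of the fitted maximal effect; 0% = no-compound wells and -100% = no-enzyme wells; nearly all actives have a fitted effect of over 25% in size; some results filed as inactive show a strong effect at the top dose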
# Target sequence (P00811 whole entry, looked up): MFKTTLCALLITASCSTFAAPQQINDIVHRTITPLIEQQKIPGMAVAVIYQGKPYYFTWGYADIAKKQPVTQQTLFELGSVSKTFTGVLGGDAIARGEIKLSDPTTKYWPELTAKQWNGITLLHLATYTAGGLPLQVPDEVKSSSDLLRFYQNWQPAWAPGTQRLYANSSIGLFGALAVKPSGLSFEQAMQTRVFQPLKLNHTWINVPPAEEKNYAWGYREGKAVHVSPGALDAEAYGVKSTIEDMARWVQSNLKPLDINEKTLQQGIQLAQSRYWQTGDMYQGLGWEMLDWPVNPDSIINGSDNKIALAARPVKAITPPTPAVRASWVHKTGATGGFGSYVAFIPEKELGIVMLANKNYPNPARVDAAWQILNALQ
#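 20 mM phosphate pH 7.0 + 0.01% (detergent screen) or 0.0001% Triton X-100; 5.3 nM AmpC reagent; cpd preinc 15 min RT; nitrocefin (800 uM stock) to start; A480 q20 s × 4 min; Activity was normalised to no-enzyme and no-compound control wells.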
# Sm TGR inh – S. mansoni TGR enzyme inhibition. Q962Y6. purified TGR, DTNB reduction, TNB absorbance 405 nm. Potency, µM (top dose mostly 114 µM), for inactives: top-dose activity change, negative = inhibition, usual class: inhibitors. hit rate 3% among 360,000. AID 485364; further: potency means the concentration at half of the fitted maximal effect; nearly all actives have a fitted effect of over 60% in size
#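 First, TGR (20 nM dispensed) and NADPH were mixed with compound. Second, a 15 min room-temperature incubation followed. Third, further NADPH and then DTNB were added to start the reaction. Finally, TNB absorbance was monitored kinetically.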
# TbPYK inhibitor – T. brucei pyruvate kinase inhibition; hit rate 0.12% among 410,000; TbPYK enzyme, Kinase-Glo Plus ATP luminescence, 45 min; Potency, µM (top dose mostly 76.8 µM), for the others: at the top dose activity, negative = inhibition, most hits filed as inhibitors; further: potency means the concentration at half of the fitted maximal effect; nearly all actives have a fitted effect of over 50% in size
#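 Glycolytic pyruvate kinase of T. brucei was incubated with substrate, test compound and 130 uM ADP for 45 minutes at room temperature. Luminescent Kinase-Glo Plus signal was measured after 10 minutes.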
# AmpC no deterg – AmpC beta-lactamase inhibition without detergent; P00811; AmpC nitrocefin hydrolysis, absorbance 480 nm, 0.0001% Triton; Potency, µM (highest dose often 57.1 µM), for the others: top-dose activity change, negative = inhibition, most hits filed as inhibitors; hit rate 0.52% among 330,000; AID 485341;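 further: potency means the concentration at half of the fitted maximal effect; plate controls were no compound for no effect and no enzyme for full effect; nearly all actives have a fitted effect of over 20% in size; some results filed as inactive show a strong effect at the top dose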
#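 AmpC (5.3 nM in the dispensed reagent) in 20 mM phosphate pH 7.0 with 0.01% (detergent screen) or 0.0001% Triton X-100 was preincubated with compounds for 15 min at room temperature. Nitrocefin was then added from an 800 uM solution, and hydrolysis was followed at 480 nm.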
# HCMV antiviral – blocks human cytomegalovirus replication. HFF cells, HCMV-luciferase reporter, 72 h; hits give low values. activity change, negative = inhibition, % at 57.5 µM. hit rate 4.5% among 410,000. AID 1259415; in the data active means activity change below about -60%; inconclusive means no clear call, values can overlap the other calls; inactive means above about -39%
#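 Two compound doses tested in HFFs infected with HCMV-luciferase, MOI 1 PFU/cell, 72 h at 37C. Lysate luminescence read with OneGlo; data normalized against buffer-only and 10uM Salinomycin inhibitor controls.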
# * marks the source's active call; other numbers are inactive results; ? = inconclusive; / = not tested or not shown; [ ] = another dose, or the depositor's remark. Unless noted, the call rests on the fitted dose curve; in most records, active means well fitted curve in the direction sought with a large enough effect; inconclusive means small, poorly fitted or top-dose-only effect, or another doubt; inactive means no such curve, though single readings can be large; an effect the other way counts as inactive or inconclusive. Unless noted, on the % scale 0 is the no-effect control and ±100 the full control effect. Outcome played no part in choosing rows; about 7.4% have a hit in one of these screens.
SMILES,LmPK inhibitor,AMA1 RON2 block,AmpC inh detg,Sm TGR inh,TbPYK inhibitor,AmpC no deterg,HCMV antiviral
CCc1ccc(CNC(=O)CCS(=O)(=O)Cc2ccccc2F)cc1,4%,13%,-4%,3%,-4%,-4%,0
NC(=O)C1CCN(C(=O)C(Cc2ccccc2)NC(=O)c2ccccc2)CC1 (centres undefined),/,0%,7%,-2%,-4%,-8%,-10
Cc1ccc(NC(=O)CC2SC(=NCC3CCCO3)NC2=O)cc1Cl (centres undefined),0%,-1%[2.32 µM],?,-8%,-5%,1%,1
CCOC(=O)c1sc2nc3c(SCCC#N)cc(C(=O)c4cc(F)ccc4O)cn3c(=O)c2c1C,-1%,-2%,-11%,9%,5%,-35%,0
CCCCOCCCNc1ncnc2c1[nH]c1ccccc12,9%,15%,0%,1%,-23%,-33%,?
CC(OC(=O)c1ccc(F)c(S(=O)(=O)N2CCOCC2)c1)C(=O)NCC1CCCCC1 (centres undefined),/,0%,-18%,-1%,6%,22%,0
COCCCNC(=O)Cn1c(=O)n(Cc2ccc(C(=O)NCCc3ccc(OC)c(OC)c3)cc2)c(=O)c2ccccc21,0%,-7%,1%,-5%,-2%,179%[activator],-15
CCOC(=O)c1ccccc1NC(=O)CSc1nc2ccccc2c(=O)n1CCCN1CCOCC1,/,-5%,/,/,6%,30%[activator],-30
COc1cc(OCc2ccccc2)c(C(=O)/C=C/c2ccc3c(c2)OCO3)c(OC)c1OC,/,-24%,/,/,0%,/,?
O=C(O)c1cc(Cl)c(Cl)cc1C(=O)N(Cc1ccccc1)Cc1ccccc1,14%,11%,?,-28%,3%,-21%,24
CCOC(=O)N1CCN(C(=O)CS(=O)(=O)Cc2nc(-c3cccc(OC)c3)oc2C)CC1,0%,0%,-7%,-25%,-1%,115%[activator],-14
COc1ccc(C(=O)OCCN=C2NS(=O)(=O)c3ccccc32)cc1OC,1%,8%,-5%,-1%,-6%,-26%,14
Cn1c(=O)c2c(ncn2CC(=O)N/N=C/C(Cl)=C/c2ccccc2)n(C)c1=O,1%,7%,5%,-2%,-1%,2%,-14
O=C(CNS(=O)(=O)c1ccc(Br)cc1)Nc1ccc2c(c1)OCCO2,-2%,3%,-2%,0%,5%,-35%,15
O=S1(=O)CC2(N3CCOCC3)CCCCC21 (centres undefined),1%,-1%,-2%,0%,0%,-5%,1
COc1ccc2nc(C(c3ccc(C)cc3)n3c(-c4ccccc4Br)nc4ccccc43)[nH]c2c1 (centres undefined),/,63%[activator],/,/,-4%,/,108
Cc1ccc(C(=O)NCCc2ccc(S(N)(=O)=O)cc2)o1,0%,1%,0%,42%,3%,-16%,15
CCOCCc1nn2c(=O)cc(COC(=O)c3ccccc3NC(=O)C3CCCCC3)nc2s1,/,/,10%,2%,-1%,/,-1
CCCc1nc2ccccc2c(=O)n1/N=C/c1ccc(O)cc1O,0%,13%,6%,3%,-6%,-32%,29
N#CC1=C(S)N(c2ccccc2)C(c2cccs2)NC1=O (centres undefined),-1%,1%,-5%,-32%,-1%,-19%,-11
COc1ccc(NC(=S)NCCc2c[nH]c3ccccc23)c(OC)c1,3%,-12%,10%,1%,-1%,10%,?
O=C(CNC(=O)c1nn(Cc2ccccc2)c(=O)c2ccccc12)Nc1ccc(F)c(F)c1F,/,9%,/,/,-2%,-20%,7
Cn1c(SCc2ccccn2)nnc1-c1ccccc1,0%,22%,-5%,8%,3%,-7%,38
O=C(O)CC(NS(=O)(=O)Cc1ccccc1)c1cccc([N+](=O)[O-])c1 (centres undefined),-5%,-3%,-3%,7%,5%,-10%,/
COc1ccc(OC)c(NC(=O)Cn2ncc3c2-c2ccccc2OC3)c1,/,/,7%,-2%,0%,/,-3
COc1ccc(NC(=O)Cc2nn(C)c(=O)c3ccccc23)c2ncccc12,10%,/,-15%,2%[11.4 µM],/,0%,/
Cc1ccc(NC(=O)c2cccn(Cc3ccccc3C)c2=O)c(C)c1,/,/,2%,3%,-1%,/,14
O=C(CSc1nc(CCC2CCCC2)nc2ccccc12)NCc1ccc2c(c1)OCO2,-6%,16%,-14%,3%,2%,-23%,?
O=C(CCCN1C(=O)c2ccccc2C1=O)NCCc1ccc(OC(F)F)cc1,-3%,5%,-12%,1%,0%,40%,-3
NC(=O)CSc1nnc(CNc2ccc(F)cc2)n1CC1CCCO1 (centres undefined),1%,4%,-5%,-10%,-3%,-2%,0

# Compound profiles, as listed above. Screens in order: LmPK inhibitor | AMA1 RON2 block | AmpC inh detg | Sm TGR inh | TbPYK inhibitor | AmpC no deterg | HCMV antiviral
# `O=C(CCCN1C(=O)c2ccccc2C1=O)NCCc1ccc(OC(F)F)cc1` is entered as -3% | 5% | -12% | 1% | 0% | 40% | -3
# `Cc1ccc(NC(=O)c2cccn(Cc3ccccc3C)c2=O)c(C)c1` is entered as / | / | 2% | 3% | -1% | / | 14

# Continued:
SMILES,LmPK inhibitor,AMA1 RON2 block,AmpC inh detg,Sm TGR inh,TbPYK inhibitor,AmpC no deterg,HCMV antiviral
NC(=O)c1nnsc1-c1ccc(-c2snnc2C(N)=O)cc1,-1%,-7%,2%,0%,3%,-6%,-11
CC1CCCCN1C(=O)CSc1nc(-c2ccccc2)no1 (centres undefined),/,/,3%,-2%,4%,/,27
O=C(CNS(=O)(=O)c1ccc(Br)s1)N1CCN(C(=O)c2ccco2)CC1,1%,2%,-4%,-30%,4%,-14%,11
Cc1ccc(-c2cc(C(=O)N3CCN(c4ccccc4O)CC3)c3ccccc3n2)o1,-6%,-2%,-6%,?,-8%,64%[activator],29
CSc1ccc(S(=O)(=O)Nc2ccc(S(=O)(=O)Nc3ccc(C)cc3)cc2)cc1,2%,-2%,-2%,14%,-9%,-35%,2
Cc1cccc(NCc2cc(Cl)cc(Cl)c2O)n1,2%,1%,-3%,8%,-7%,-36%,-4
Nc1ncc([N+](=O)[O-])s1,/,-5%,4%,-6%,-11%,-20%,18
CN(C)c1ccc(NC(=O)c2sc(SCC(=O)Nc3ccc(Br)cc3)nc2N)cc1,0%,-15%,-11%,0%,-2%,-13%,21
COC(=O)CSc1nnc(-c2sc3cc(OC)ccc3c2Cl)n1C,6%,-6%,3%,-1%,?,59%,56
Cc1ccc(S(=O)(=O)N(Cc2cccc(F)c2)C(=O)N2CCN(C)CC2)cc1,/,13%,-20%,4%,2%,-14%,1
COc1ccc(C(=O)CC(=O)C(=O)Nc2ccccc2OC)cc1,1%,64%[activator],-7%,-19%,-14%,-34%,-13
COc1ccc(Cl)cc1-n1cc(-c2ccccc2)nc1SCC(=O)Nc1ccc(C)cc1,/,/,11%,6%,3%,/,-6
CCCCCCOc1ccc(N2C(=O)CC(NCc3ccc(S(N)(=O)=O)cc3)C2=O)cc1 (centres undefined),0%,83%[activator],-9%,12%,-2%,-33%,0
Cc1nnc(-c2ccc(Cl)cc2)[nH]c1=O,1%,7%,6%,8%,-1%,-12%,-31
Fc1ccc(NC(=S)Nc2ccc(Cl)cc2Cl)cc1,0%,6%,-5%,25µM*,7%,1%[2.29 µM],?
COc1ccccc1N1CCN(CC(O)COc2ccc(C)cc2C)CC1 (centres undefined),0%,-13%,-4%,1%,7%,80%[activator],/
O=C1NC(=O)/C(=C/c2cccc([N+](=O)[O-])c2)N1,-5%,0%,1%,-9%,-6%,-36%,27
O=C(Nc1cccnc1)C1CC(c2ccccc2O)=NO1 (centres undefined),-1%,18%,?,3%,1%,-12%,-20
COc1cc2nc(SCC(=O)Nc3cccc(C)c3)n3nc(-c4ccccc4)nc3c2cc1OC,/,/,-1%,-7%,1%,/,-26
NC(=O)c1ccc(NC(=O)COC(=O)c2cccc(Oc3ccccc3)c2)cc1,0%,-7%,?,-9%,3%,-32%,-5
O=P(OCC(F)(F)C(F)F)(N1CCCCC1)N1CCCCC1,-4%,6%,?,3%,1%,48%,-4
COc1ccc(Nc2nc(Nc3ccc(OC)cc3OC)nc(N3CCN(C)CC3)n2)c(OC)c1,2%,?,?,5%,-3%,29%,14
NC(=O)c1ccc(NC(=O)COC(=O)c2ccccc2SCC(=O)N2CCCC2)cc1,/,12%,/,/,-5%,/,-27
O=C(C1CC(c2ccc(F)cc2)=NO1)N1CCN(Cc2ccccc2)CC1 (centres undefined),16%,-12%,-7%,2%,0%,54%,-8
COc1ccc(Nc2nc(NCC3CCCO3)c3ccccc3n2)c(OC)c1 (centres undefined),1%,?,-2%,/,2%,-4%,-91*
NC(Cc1ccc(C(F)(F)F)cc1)c1csc(Nc2ncccn2)n1 (centres undefined),/,70%[activator],/,/,-6%,/,7

# Some of the entries above, reformatted.
structure	LmPK inhibitor	AMA1 RON2 block	AmpC inh detg	Sm TGR inh	TbPYK inhibitor	AmpC no deterg	HCMV antiviral
Cc1ccc(C(=O)NCCc2ccc(S(N)(=O)=O)cc2)o1	0%	1%	0%	42%	3%	-16%	15
CCOCCc1nn2c(=O)cc(COC(=O)c3ccccc3NC(=O)C3CCCCC3)nc2s1	/	/	10%	2%	-1%	/	-1
CCCc1nc2ccccc2c(=O)n1/N=C/c1ccc(O)cc1O	0%	13%	6%	3%	-6%	-32%	29
N#CC1=C(S)N(c2ccccc2)C(c2cccs2)NC1=O (centres undefined)	-1%	1%	-5%	-32%	-1%	-19%	-11
COc1ccc(NC(=S)NCCc2c[nH]c3ccccc23)c(OC)c1	3%	-12%	10%	1%	-1%	10%	?
O=C(CNC(=O)c1nn(Cc2ccccc2)c(=O)c2ccccc12)Nc1ccc(F)c(F)c1F	/	9%	/	/	-2%	-20%	7

# Single values from the list.
# Reading of NC(=O)c1nnsc1-c1ccc(-c2snnc2C(N)=O)cc1 under AmpC no deterg: -6%
# Reading of CSc1ccc(S(=O)(=O)Nc2ccc(S(=O)(=O)Nc3ccc(C)cc3)cc2)cc1 under HCMV antiviral: 2
